Bioassay records (PubChem BioAssay)
SIAH1 antagonists: blockers of Siah-1 interaction with plectin peptide – biochemical, fluorescence polarization, rhodamine-plectin, uHTS, primary screen (AID 1817). displacement, % at 20 µM, or IC50 in µM where a hit was titrated. hit rate 0.02% among 290,000. Siah-1 / rhodamine-plectin peptide fluorescence polarization; higher % means a stronger effect;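 active = displacement of at least 50% at 20 µM, with a fluorescence ratio check between 0.3 and a set limit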;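 note: plate controls were Siah plus tracer with DMSO for no effect and tracer alone without Siah for full effect; strong numbers were not always called active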
WT yeast gro inh: growth inhibition of WT yeast, mitochondrial fusion screen. mitochondrial fusion phenotypic screen, WT strain. inhibition, % at 10 µM. hit rate 2.1% among 190,000. AID 1362; in the data active = inhibition above about 58%; tested in S. cerevisiae
TNAP activation fold: human TNAP enzyme activators, primary screen, biochemical, luminescent, no phosphate acceptor, uHTS (AID 1001). purified TNAP, luminescent activation assay, no phosphate acceptor; higher activation fold means a stronger effect. activation fold at 20 µM; hits with a dose series show EC50 in µM. hit rate 0.03% among 200,000; in the data active = activation fold from about 3, or a potency from the dose series; inactive = the rest, 99 in 100 with activation fold below about 1.6; note: many of its hits are not listed in these tables
human PMI inhibitors: human PMI inhibitors, high substrate, primary screen, biochemical, fluorescence intensity, high mannose 6-phosphate (AID 1220) | inhibition, % at 20 µM; hits with a dose series show IC50 in µM | recombinant PMI enzyme, coupled fluorescence intensity; higher % means a stronger effect | hit rate 0.66% among 190,000
human PMI inhibition: inhibitors of human PMI, primary screen, biochemical, fluorescence intensity, coupled assay (AID 1209); purified PMI enzyme, coupled fluorescence intensity; higher % means a stronger effect; one-dose inhibition, % at 20 µM; IC50 in µM for titrated hits; hit rate 0.42% among 190,000;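 note: plate controls were DMSO vehicle for no effect and wells lacking substrate for full effect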
RSV antiviral HEp-2: inhibition of RSV-induced cytopathic effect – HEp-2 cells, primary 10 µM value included (AID 2391); HEp-2 cells, RSV-induced CPE inhibition; higher % means a stronger effect; CPE inhibition, % at 10 µM, or IC50 in µM where a hit was titrated; hit rate 0.13% among 310,000; in the data active = a potency from the dose series; inconclusive = CPE inhibition mostly from about 23% at the one dose, without a potency; inactive = the rest, 99 in 100 with CPE inhibition below about 21%; note: strong numbers were not always called active
Myeloid diff MLP: myeloid differentiation induction; ER-HoxA9 myeloid progenitors, lysozyme-GFP differentiation, flow cytometry; calls only at 10 µM; hit rate 1% among 360,000; AID 624256;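 active = normalized GFP-positive differentiation at or above the plate's own cutoff, the solvent-only control mean plus 3 SD; inconclusive = no clear call, values can overlap the other calls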;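 note: cells exposed to compound for four days before flow analysis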
Salmonella PhoP GFP: inhibitors of PhoP regulon expression, primary screen, Salmonella Typhimurium, GFP reporter (AID 1863) | S. Typhimurium PhoP-regulated promoter GFP reporter, 4 h; higher % means a stronger effect | inhibition, % at 50 µM, or IC50 in µM where a hit was titrated | hit rate 0.16% among 300,000;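 active = inhibition over 29.93%, a cutoff 3 SD above the screen mean, later confirmed by dose response; inconclusive = inhibition over 29.93% but no dose response follow-up; inactive = inhibition at most 29.93% or unconfirmed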;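 note: 0% = low Mg2+ inducing control and 100% = high Mg2+ repressing control; strong numbers were not always called active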
XIAP antagonists: small molecules displacing peptide from XIAP – biochemical, IAP family, fluorescence polarization (AID 1018); one-dose displacement, % at 20 µM; IC50 in µM for titrated hits; XIAP BIR domain, fluorescence polarization peptide displacement; higher % means a stronger effect; hit rate 0.007% among 200,000; in the data active = displacement above about 50%; note: a part of the inactive calls stands beside numbers as strong as those of hits
WT yeast gro inh mutant strain: second read-out of WT yeast gro inh, no call of its own (marks repeat the call); inhibition, %; mitochondrial fusion phenotypic screen, mutant strain inhibition
Myeloid diff MLP GFP+ MAC1+ %: also measured in Myeloid diff MLP; calls as there; GFP+ MAC1+ double positive, %; measured here: differentiation confirmed by MAC1 staining
* hit, by the source's call; i = inactive; ? = inconclusive; · = not tested or not shown; + = active, no number; & = joins results of further samples. Cut-off read from the data, not from the text of the source, unless noted: active = inhibition above about 50%; inactive = the rest.

cpd	smiles	SIAH1 antagonists	WT yeast gro inh	WT yeast gro inh mutant strain	TNAP activation fold	human PMI inhibitors	human PMI inhibition	RSV antiviral HEp-2	Myeloid diff MLP	Myeloid diff MLP GFP+ MAC1+ %	Salmonella PhoP GFP	XIAP antagonists
1	COc1cccc(-c2csc(N3CCN(C(=O)Nc4ccccc4OC)CC3)n2)c1	6%	16	1	1.1	7%	6%	16%	i	0.9	13%	3.3%
2	COc1cccc(-c2cc(C(=O)Nn3cnnc3)c3ccccc3n2)c1	1%	2	1	1	-4%	-20%	-0.7%	i	1.3	15%	2.0%
3	CCOC(=O)c1ccc(-n2c(C)nc3c(cnn3-c3ccccc3Cl)c2=O)cc1	0%	-5	-6	1	2%	2%	3.3%	i	0.4	3%	-1.1%
4	CCc1ccc(OCc2nnc(SCC(=O)N3CCN(c4ccccc4)CC3)o2)cc1	5%	-4	-1	1.1	7%	5%	0.8%	i	0.3	1%	-1.3%
5	O=C1C(=O)N(CCO)C(c2ccccc2[N+](=O)[O-])/C1=C(\O)c1ccccc1 (stereo not given)	3%	·	·	·	·	·	0.6%	i	0.3	2%	·
6	COc1cc(OC)cc(C(=O)N[C@H](C(=O)NCc2ccco2)C(C)C)c1	2%	-8	2	1.1	5%	3%	0.3%	i	0.4	-1%	-9.1%
7	Cc1cc(NCc2ccco2)n2ncnc2n1	6%	-17	15	1.2	-8%	2%	1.8%	i	0.4	-19%	-0.3%
8	CCCCCCNC(=O)C(C#N)c1nc2ccccc2nc1N1CCCC1 (stereo not given)	-1%	19	-9	0.9	-11%	1%	1.6%	·	·	-35%	-2.1%
9	Cc1oc(-c2ccccc2F)nc1CS(=O)(=O)CC(=O)N1CCc2ccccc21	11%	-8	-13	1.1	9%	12%	1.9%	i	2.3	3%	-19%
10	Cn1c(-c2ccc([N+](=O)[O-])cc2)nc2ccccc21	3%	18	18	1.1	-14%	-7%	3.5%	i	0.1	0%	-4.9%

From no. 7 as far as 10, copied from above:
cpd	smiles	SIAH1 antagonists	WT yeast gro inh	WT yeast gro inh mutant strain	TNAP activation fold	human PMI inhibitors	human PMI inhibition	RSV antiviral HEp-2	Myeloid diff MLP	Myeloid diff MLP GFP+ MAC1+ %	Salmonella PhoP GFP	XIAP antagonists
7	Cc1cc(NCc2ccco2)n2ncnc2n1	6%	-17	15	1.2	-8%	2%	1.8%	i	0.4	-19%	-0.3%
8	CCCCCCNC(=O)C(C#N)c1nc2ccccc2nc1N1CCCC1 (stereo not given)	-1%	19	-9	0.9	-11%	1%	1.6%	·	·	-35%	-2.1%
9	Cc1oc(-c2ccccc2F)nc1CS(=O)(=O)CC(=O)N1CCc2ccccc21	11%	-8	-13	1.1	9%	12%	1.9%	i	2.3	3%	-19%
10	Cn1c(-c2ccc([N+](=O)[O-])cc2)nc2ccccc21	3%	18	18	1.1	-14%	-7%	3.5%	i	0.1	0%	-4.9%

The list goes on:
cpd	smiles	SIAH1 antagonists	WT yeast gro inh	WT yeast gro inh mutant strain	TNAP activation fold	human PMI inhibitors	human PMI inhibition	RSV antiviral HEp-2	Myeloid diff MLP	Myeloid diff MLP GFP+ MAC1+ %	Salmonella PhoP GFP	XIAP antagonists
11	CCCc1cc(=O)oc2c(CN3CCCC3)c(O)ccc12	-2%	-3	8	1.2	-2%	0%	0.3%	i	0.3	1%	-5.6%
12	COc1ccc(-c2cn[nH]c2-c2ccc(OCc3ccccc3)cc2O)cc1	3%	·	·	·	·	·	0.6%	i	0.1	-8%	·
13	CCOC(=O)N1CCN(C(=O)CCCn2nnnc2CN2CCC(C)CC2)CC1	-5%	·	·	·	·	·	7.2%	?	·	3%	·
14	Cc1cc(C(F)F)n2nc(C(=O)Nc3ccccc3Br)nc2n1	0%	20	22	1.1	-4%	4%	1.5%	i	1.0	-5%	-3.7%
15	CCC(=O)N1CCc2cc(Br)cc(S(=O)(=O)N(C)c3ccc(OC)cc3OC)c21	1%	20	8	1.1	18%	-7%	3.4%	i	0.2	5%	-6.5%
16	Cc1oc(C)c(C(=O)O)c1C(=O)O	0%	·	·	·	·	·	-0.5%	i	0.3	-7%	·
17	COc1cccc(CC2(CO)CCCN(Cc3ccc(C)s3)C2)c1 (stereo not given)	-1%	8	3	1	-2%	4%	0.3%	i	0.1	-2%	-7.4%
18	COc1cccc(N=Cc2c(O)n(-c3cccc(C)n3)c(=O)c3ccccc23)c1	-3%	6	-8	1.1	0%	7%	-1.1%	i	6.7	0%	-3.8%
19	Cc1ccc(NC(=O)N2CCCC2C(=O)NCCc2ccccc2)cc1 (stereo not given)	8%	-1	9	1.2	3%	-1%	·	i	0.6	-13%	-0.4%
20	O=C(/C=C\c1ccco1)Nc1nc(-c2ccccc2)cs1	-10%	21	15	1	1%	8%	9.6%	i	0.2	31%	7.0%
21	Cc1cc(C)cc(Nc2c(F)c(F)c(F)c(F)c2C(=O)O)c1	4%	3	5	1.1	-15%	-17%	1.0%	i	0.2	3%	-1.3%
22	COC(=O)c1ccc(CO/N=C/c2ccc(OC)cc2)o1	7%	24	14	1.1	4%	8%	0.8%	i	1.7	-6%	-2.6%
23	CSc1ccccc1NC(=O)c1cc(-c2ccco2)on1	-2%	·	·	·	·	·	0.7%	i	3.4	7%	·
24	COC(=O)COc1cccc(NC(=O)c2ccc(Cl)cc2)c1	4%	-2	8	1.1	3%	2%	-0.9%	i	0.3	-1%	-2.2%
25	CCn1cc(CN2CCN(Cc3cccc(OC)c3)C(CCO)C2)c(C)n1 (stereo not given)	-2%	13	3	1	·	·	0.1%	i	0.1	3%	-15%
26	O=Cc1ccc(Oc2ncccn2)cc1	-7%	-9	-8	1.2	-3%	-6%	0.2%	i	1.0	2%	3.3%
27	CCCCn1nnnc1SCC(=O)Nc1cccc(C)c1	5%	·	·	·	·	·	0.8%	i	4.1	5%	·
28	CCOC(=O)C1=C(C)NC(C)=C(C(=O)OCC)C1C	2%&7%	-9	-13	1.1	2%	7%	3.0%	i	0.8	-1%&7%	-4.6%
29	CCC(C)NC(=O)C1CCN(S(=O)(=O)N2CCCC2)CC1 (stereo not given)	0%	11	14	1.1	0%	8%	2.9%	i	7.0	-7%	-2.2%
30	CCOC(=O)Cc1cc(=O)[nH]c(/N=C(\N)Nc2ccc(OC)cc2)n1	1%	·	·	·	·	·	0.8%	i	0.3	-8%	·
31	O=C(O)c1ccc(N/N=C/c2cn(Cc3ccc(F)cc3)c3ccccc23)cc1	9%	·	·	·	·	·	13%	i	0.2	-16%	·
32	CCCCCCCC(=O)NNC(=O)c1ccc([N+](=O)[O-])cc1	2%	-20	-25	1.2	-3%	1%	-0.1%	i	0.9	11%	-7.4%
33	CCCCOCCCNS(=O)(=O)Cc1ccccc1	0%	19	16	1.1	12%	10%	1.5%	i	7.3	12%	-23%
34	Cc1cccc(C(=O)n2cnnc2N)c1	-3%	4	0	1.1	-2%	0%	1.4%	i	0.4	4%	-1.4%
35	CN(C)c1ccc(/C=N/NC(=O)CCc2c[nH]c3ccccc23)cc1	-2%	-7	8	1.1	1%	-7%	2.2%	i	0.5	-5%	-0.8%
36	Cc1cc(NC(=O)Cn2nc(-c3cccs3)ccc2=O)cc(C)c1Br	7%	·	·	·	·	·	2.9%	i	0.5	6%	·
37	COCCN1Cc2cccc(C(=O)Nc3ccc(S(=O)(=O)N4CCCCC4)cc3)c2C1=O	-2%	·	·	·	·	·	-0.1%	+	0.8*	-12%	·
38	Nc1nonc1-n1nnc(C(=O)N/N=C/c2ccoc2)c1-c1ccccc1	-1%	·	·	·	·	·	2.4%	i	0.5	1%	·
39	Cc1ccc2c(c1C)OC(=O)CC2c1ccccc1 (stereo not given)	14%	·	·	·	·	·	0.8%	i	0.7	-5%	·
40	CN(CC(=O)Nc1cccc(C(F)(F)F)c1)Cc1ccccc1	0%	·	·	·	·	·	6.0%	i	0.0	1%	·
41	O=C(Cn1ncc2c(=O)oc3ccccc3c21)Nc1nc2ccccc2s1	-4%	-16	-26	1.1	6%	11%	·	·	·	-3%	-7.7%
42	CCCCN(CCCC)CCNC(=O)c1cn(CC)c2ccc(S(=O)(=O)N(C)C3CCCCC3)cc2c1=O	-2%	·	·	·	·	·	-0.6%	i	2.2	-8%	·
43	COc1cccc(CNC(=O)C(NS(=O)(=O)c2ccc3c(c2)CCN3C(C)=O)C(C)C)c1 (stereo not given)	30%	·	·	·	·	·	0.5%	i	1.5	1%	·
44	Cc1ccc(-n2ncc3c(=O)n(CC#N)cnc32)cc1	-1%	2	2	1	3%	2%	0.9%	i	0.4	10%	-4.5%
45	O=S(=O)(c1ccc(Br)c2ccccc12)N1CCCC1	-1%	·	·	·	·	·	4.9%	i	0.1	-2%	·
46	O=C(c1cnn2ccccc12)N(Cc1ccco1)C1CCCC1	3%	7	-1	1.1	-1%	-1%	0.1%	i	2.5	4%	-2.1%
47	CCOCCCN(C(=O)c1snc(C(N)=O)c1N)C(C(=O)NC1CCCC1)c1ccc(O)c(OC)c1 (stereo not given)	1%	·	·	·	·	·	0.1%	i	0.5	-1%	·
48	CCN1CCCC1CNC(=O)c1cn(C)c2ccc(S(=O)(=O)N3CCCCCC3)cc2c1=O (stereo not given)	2%	14	18	1	-6%	-12%	·	·	·	-6%	-1.8%
49	O=C(CSc1cnc2ccccc2n1)NC1CCCC1	-2%	4	4	1.1	-5%	-5%	-2.0%	i	0.6	-5%	-8.7%
50	Cc1cc(C(=O)Nc2ccccc2Cl)n(-c2ccccc2)n1	11%	·	·	·	·	·	0.8%	i	0.5	3%	·
51	CCc1ccc(NS(=O)(=O)c2cccs2)cc1	-4%	23	12	1	-2%	-6%	0.9%	i	7.6	6%	-10%
52	CCC(C)C(=O)Nc1ccc(OC)cc1OC (stereo not given)	-4%	-9	4	1.1	6%	11%	0.0%	i	16	5%	-5.4%
53	CC(=O)Oc1cccc2c1C(=O)c1c(OC(C)=O)cc(C(=O)O)cc1C2=O	37%	20	7	0.8	-73%	-43%	3.0%	i	1.7	-9%	-6.7%
